Screens (PubChem)
tuberculosis growth = growth inhibition of non-replicating M. tuberculosis (AID 488890) | Mycobacterium tuberculosis non-replicating, growth inhibition; higher % means a stronger effect | inhibition, % at 25 µM; hits with a dose series show IC50 in µM | 320,000 tested, 0.39% active; in the data active = a potency from the dose series; inconclusive = inhibition mostly from about 82% at the one dose, without a potency; inactive = the rest, 99 in 100 with inhibition below about 76%;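 note: plate controls were DMSO cells for no effect and high antibiotic wells for full effect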
M. tuberculosis HTS = M. tuberculosis growth inhibition, HTS (AID 449762); M. tuberculosis H37Rv growth inhibition, 7H9 media; higher % means a stronger effect; inhibition, % at 25 µM, or IC50 in µM where a hit was titrated; 330,000 tested, 0.59% active; in the data active = a potency from the dose series; inconclusive = inhibition above about 70% without an active follow-up result;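 note: bacterial growth assessed after seven days of incubation; strong numbers were not always called active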
inhibitors of VEEV = inhibitors of VEEV TC-83 cytopathic effect, confirmation, Vero cells (AID 588727) | Vero cells, VEEV TC-83 cytopathic effect inhibition; higher % means a stronger effect | inhibition, % at 20 µM; hits with a dose series show IC50 in µM | 350,000 tested, 0.13% active; in the data active = a potency from the dose series; inconclusive = inhibition mostly from about 14% at the one dose, without a potency; inactive = the rest, 99 in 100 with inhibition below about 12%; note: strong numbers were not always called active
H1N1 NS1A inhibition = H1N1 influenza NS1A inhibitors, functional cell based assay (AID 504329) | NS1A functional cell-based assay, percent inhibition; higher % means a stronger effect | inhibition, % at 12.5 µM; hits with a dose series show IC50 in µM | 340,000 tested, 0.3% active; in the data active = a potency from the dose series; inconclusive = inhibition above about 27% without an active follow-up result; note: strong numbers were not always called active
Salmonella PhoP GFP = Inhibition of PhoP regulon, Salmonella typhi GFP reporter cells, confirmation, 4 h (AID 1850); Salmonella Typhi PhoP-promoter GFP reporter, fluorescence, 4 h; higher % means a stronger effect; inhibition, % at 50 µM, or IC50 in µM where a hit was titrated; 310,000 tested, 0.33% active; in the data active = a potency from the dose series; inconclusive = inhibition mostly from about 25% at the one dose, without a potency; inactive = the rest, 99 in 100 with inhibition below about 19%;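 note: 0% = induced wells with vehicle and 100% = uninduced wells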
inhibitors of VEEV 10K pilot screen = further read-out of inhibitors of VEEV, marked with its call; inhibition, %; measured here: 10K pilot screen inhibition
The depositor's hits bear a star; i = inactive; u = inconclusive; x = not tested or not shown; & = joins results of further samples. Rows were taken by chance; overall some 1.5% were active at least once.

SMILES	tuberculosis growth	M. tuberculosis HTS	inhibitors of VEEV	H1N1 NS1A inhibition	Salmonella PhoP GFP	others
CCCCC/C=N\NC(=O)Cc1ccc([N+](=O)[O-])cc1	-14%	2%	1.3%	-9%	-1%
CCOC(=O)c1c(NC(=S)NCC2CCCO2)sc(C)c1C (stereo not given)	-8%	-4%	1.7%	-8%	-4%
N[C@H](CSCc1ccccc1)C(=O)Nc1ccc([N+](=O)[O-])cc1	u	u	0.8%	0%	7%
Cc1cc(NC(=O)CCOc2ccc(F)cc2)no1	x	x	5.1%	-5%	x
COc1cc2c(cc1OC)[C@H](Cc1ccc(O)cc1)NCC2	22%	-2%	2.0%	-4%	26%	inhibitors of VEEV 10K pilot screen=1.4
Cc1c(NC(=O)C2(C)CCCCC2)c(=O)n(-c2ccccc2)n1C	0%	-7%	1.8%	-4%	-4%
CCn1c(SCC(=O)O)nc2sc3c(c2c1=O)CCC3	1%	-2%	0.6%	2%	3%
CS(=O)(=O)N(CC(=O)Nc1ccccc1C(=O)N1CCOCC1)c1cccc(F)c1	-7%	-15%	7.6%	-18%	-2%
O=C(NC(c1ccccc1)c1ccccc1)N1CCN(CCO)CC1	-2%	-3%	0.7%	-4%	0%
Cc1n[nH]c(=O)c2c(NC(=O)COC(=O)c3cc(F)cc(F)c3)oc(C)c12	7%	1%	i	-1%	-7%
O=C(Nc1ccc(F)c(F)c1)c1ccc(F)c(S(=O)(=O)N2CCC3(CC2)OCCO3)c1	8%	1%	1.1%	4%	1%
Cc1nc(-c2nnc(SCC(=O)Nc3cc(C(F)(F)F)cc(C(F)(F)F)c3)n2C)cs1	8%	3%	0.6%	-5%	-13%
O=C(COc1ccc2c(C(F)(F)F)cc(=O)oc2c1)NCc1cccs1	-9%	u	0.8%	3%	-2%
CCOCCCNC(=S)N1C2CCC1CC(NC(=O)Nc1ccc(C(=O)OCC)cc1)C2 (stereo not given)	16%	10%	1.0%	-3%	5%
CC1CCC(C(C)C)C(OCC(O)CN2CCOCC2)C1 (stereo not given)	0%	6%	i	-1%	-2%
COc1ccc(OC)c(C(=O)N2CCC(CCC(=O)NC3CC3)CC2)c1	-5%	1%	0.1%	-1%	-9%
COC(=O)C1=C(C)Nc2ncnn2C1c1ccc(OCc2ccccc2)cc1 (stereo not given)	-16%	2%	i	-14%	-15%
Cc1ccc(Cn2c(C(C)Nc3nc(-c4ccc(F)cc4)cs3)nc3cc(C(F)(F)F)ccc32)cc1 (stereo not given)	10%	6%	0.2%	9%	-13%
CCO[C@@H]1OC(C(=O)N2CCCCCCC2)=C[C@H](C2CCCCC2)[C@H]1CCCO	-3%	5%	i	2%	2%
CC(CN1CCOCC1)OC(=O)c1ccc(C(C)(C)C)cc1 (stereo not given)	17%	-31%	0.9%	-11%	-3%
Cc1ccc(CC2C(=O)N(c3cc(C)ccc3C)C(=O)C2C)cc1 (stereo not given)	18%	1%	0.5%	-5%	3%
CN(C)CCC1(C2=CCCC2)CC/C(=C/c2ccc(Cl)cc2)C1=O (stereo not given)	x	x	3.5%	8%	x
COc1ccccc1N1CCN(C(=O)Cn2cnc3c2c(=O)n(C)c(=O)n3C)CC1	25%	7%	i	-2%	-14%
O=C(NN=C1C2CC3CC(C2)CC1C3)c1cccc(S(=O)(=O)N2CCOCC2)c1	-15%	-5%	0.8%	-1%	13%
CCN(CC)c1nc(-c2ccccn2)nc(-c2ccccc2)c1C#N	u	u	8.3%	3%	-1%	inhibitors of VEEV 10K pilot screen=6.3
(cont.)
SMILES	tuberculosis growth	M. tuberculosis HTS	inhibitors of VEEV	H1N1 NS1A inhibition	Salmonella PhoP GFP	others
COC(=O)c1cc(C)cc(=O)o1	1%	9%	2.9%	8%	2%
COC(=O)CNC(=O)COC(=O)c1ccc(OC)c([N+](=O)[O-])c1	-7%	0%	0.5%	-2%	-5%
COc1ccc(C(=O)Nc2nnc(S(=O)(=O)N(C)Cc3ccccc3)s2)cc1	-13%	18%	10%	-1%	-39%
O=C(OCn1nnc2ccccc2c1=O)c1cccnc1	58%	-5%	2.8%	-1%	3%
COCC(C)n1c(C)cc(C(=O)COC(=O)c2nn(C)c(=O)c3ccccc23)c1C (stereo not given)	3%	-6%	1.6%	9%	x
CN1C(=O)c2ccc(C(=O)Nc3cccnc3)cc2C1=O	-14%	-4%	1.5%	8%	-6%
O=C(Cc1ccc(NC(=O)C2CCCN(C(=O)CCc3ccccc3)C2)cc1)Nc1cccc(C(=O)N2CCCC2)c1 (stereo not given)	x	x	0.7%	-11%	x
Cc1ccc(N/C=C/C(=O)c2ccccc2)cc1C	7%	-11%	1.5%	-13%	-9%
O=C(NCc1ccco1)C(=O)NCc1ccccc1Cl	13%	4%	i	-1%	-5%
CC(C)CN(CC(C)C)CC(O)COc1ccc([N+](=O)[O-])cc1 (stereo not given)	2%	9%	i	-3%	-3%
CNC(=O)Nc1ccc(S(N)(=O)=O)cc1	-10%	7%	0.1%	-4%	-3%
O=C(CCCl)Nc1nc2c(s1)CCc1ccccc1-2	u	u	14%	-21%	-1%
COc1ccc(NS(=O)(=O)c2ccc(O)c(C(=O)OCC(=O)N3CC(C)OC(C)C3)c2)cc1 (stereo not given)	-2%	-3%	0.8%	0%	3%
CC(=O)N1CCN(CC(=O)Nc2cc(S(=O)(=O)N3CCCCC3)ccc2C)CC1	1%	-1%	0.7%	-12%	x
COc1ccc(NC(=S)N2CCCC(c3nc4ccc(C)cc4[nH]3)C2)c(OC)c1 (stereo not given)	53%	1%	2.1%	-9%	-1%
CCOC(=O)c1sc2nc(C)nc(Nc3ccccc3)c2c1C	-4%	4%	i	-7%	7%
CN(c1ccc(C(=O)NCc2ccncc2)cc1)S(=O)(=O)c1ccc(Cl)cc1	10%	1%	3.8%	-10%	-12%
COC(=O)C1=C(c2ccc(F)cc2F)C[C@@H]2CC[C@H]1N2C(=O)NCc1ccc(F)cc1	22%	6%	0.5%	3%	x
C[C@H](NC(=O)c1ccc(Br)cc1)C(=O)NCc1ccc(S(N)(=O)=O)cc1	-9%	3%	1.2%	-2%	6%
O=[N+]([O-])c1ccc(Cl)c(S(=O)(=O)/N=C(/c2ccccc2)N2CCOCC2)c1	-9%	-1%	0.2%	-4%	4%	inhibitors of VEEV 10K pilot screen=0.6
Cc1nc(SCC(C)C)[nH]c(=O)c1Cc1ccccc1	20%	-5%	i	21%	-4%
COc1cc(=O)[nH]c(SCC(=O)Nc2nc3c(s2)CCCC3)n1	2%	-9%	3.3%	-8%	3%
CCCCNC(=O)c1nn2c(C(F)(F)F)cc(-c3ccc(OC)cc3)nc2c1Br	0%	13%	0.4%	-7%	-2%
CCC(=O)NNc1ncnc2c1cnn2-c1cccc(C)c1	-4%	2%	2.4%	-1%	8%
CC(C)C1Oc2ccccc2N(CC(=O)N(C)C2CCCCC2)C1=O (stereo not given)	8%	9%	2.3%	4%	3%
Following part:
SMILES	tuberculosis growth	M. tuberculosis HTS	inhibitors of VEEV	H1N1 NS1A inhibition	Salmonella PhoP GFP	others
COC(=O)COc1ccc(S(=O)(=O)N2CCOCC2)cc1	-8%	-7%	i	1%	-4%
CCn1cc(C(=O)N[C@H](C(=O)NCCCN2CCOCC2)C(C)C)c(=O)c2cc3c(cc21)OCO3	-15%	5%	i	1%	-1%
O=C(CSc1nnc(NC(=O)c2c(F)cccc2F)s1)Nc1ccc(F)cc1	78%	-3%	1.7%	0%	-2%
CN(C)c1ccc(P(=O)(OCc2ccccc2)C(O)c2ccccc2)cc1 (stereo not given)	1%	1%	87%	-2%	5%
CCOC(=O)c1cnc(SCC(=O)Nc2nnc(CC)s2)nc1N	8%	-12%	0.2%	0%	-7%
C=C(C)COc1ccc(-c2n[nH]c(C)c2-c2ccccc2)c(O)c1	-8%	15%	2.9%	-2%	-11%
O=C(CN1C(=O)CSc2ccc(S(=O)(=O)N3CCCCC3)cc21)NCc1cccnc1	-6%	-1%	0.8%	5%	-3%	inhibitors of VEEV 10K pilot screen=1.6
CCN1C[C@@H]2[C@@H]3C(=O)N(Cc4ccccc4)C(=O)[C@@H]3[C@](C)(C1=O)N2C(=O)c1ccc(Cl)cc1	x	x	3.7%	2%	x
Cc1noc(C)c1NC(=O)Nc1cccc2c1O[C@@H](CN(C)C)[C@@H](C)CN([C@H](C)CO)C2=O	-18%	1%	2.4%	-3%	x
Clc1ccc2oc(SCc3cccnc3)nc2c1	u	53%	i	-11%	0%
Cc1ccc2c(c1)C(=O)c1ccccc1CS2=O (stereo not given)	-14%	-2%	i	-5%	-9%
O=C(Cc1cc(=O)[nH][nH]1)N/N=C/c1c(Cl)cccc1Cl	-8%&3%	7%&5%	0.2%&1.6%	4%&-4%	-2%&-19%
Cc1ccc(OCC(=O)Nc2ccc(S(=O)(=O)Nc3ccccn3)cc2)cc1C	11%	15%	1.8%	3%	5%
CC1CC(C)CN(C(=O)CSc2nnc(-c3ccco3)o2)C1 (stereo not given)	53%	-11%	i	14%	8%
O=C(N/N=C/c1cccc(OC(=O)c2cccc(Br)c2)c1)c1cccnc1	53%	4%	6.8%	-4%	-2%
CCOC(=O)C1CCCN(C2CC(=O)N(c3ccc(C(C)C)cc3)C2=O)C1 (stereo not given)	u	-4%	0.3%	-1%	-1%
O=C(Nc1ccccc1O)c1ccc(NC(=O)C2CC2)cc1	10%	0%	i	22%	-11%
CCOC(=O)CC1COc2ccccc2N1C(=O)c1cccc([N+](=O)[O-])c1 (stereo not given)	-13%	0%	i	2%	2%
CSc1cccc(NC(=O)CSc2ccccc2)c1	u	u	3.2%	8%	2%
COCCNC(=O)Cn1c(=O)n(CCCCCC(=O)NCc2ccc3c(c2)OCO3)c(=O)c2sccc21	0%	-6%	x	x	11%
O=C(N/N=C/c1ccco1)c1cccc(NC(=O)c2ccccc2Cl)c1	14%	-11%	2.5%	3%	7%
S=C(NC1CC2CCC1C2)N1CCN(c2cccc(Cl)c2)CC1 (stereo not given)	27%	6%	0.1%	17%	16%
CCN1CCN(CCC(=O)Nc2cccc(OC)c2)CC1	2%	-6%	1.1%	2%	-3%
CCOc1ccc(C(=O)NNC(=O)CN2C(=O)NC3(CCCC3)C2=O)cc1	-1%	-3%	1.9%	-17%	x
COc1cccc(C(=O)NC2CCN(CC(=O)NCc3ccccc3OC)CC2)c1	12%	-6%	1.5%	6%	6%
Cc1nc2[nH]c(=O)n(O)c(=O)c2s1	x	x	i	0%	x
O=[N+]([O-])c1cc(S(=O)(=O)NC2=NCCCCC2)ccc1NCC1CCCCC1	36%	8%	7.5%	17%	3%
COc1ccc(C(=O)COc2ncnc3cc(Cl)ccc23)cc1	23%	-4%	1.4%	-19%	1%

Filtered by structure: the entries above containing an aryl methoxy group (12)
SMILES	tuberculosis growth	M. tuberculosis HTS	inhibitors of VEEV	H1N1 NS1A inhibition	Salmonella PhoP GFP	others
COc1cc2c(cc1OC)[C@H](Cc1ccc(O)cc1)NCC2	22%	-2%	2.0%	-4%	26%	inhibitors of VEEV 10K pilot screen=1.4
COc1ccc(OC)c(C(=O)N2CCC(CCC(=O)NC3CC3)CC2)c1	-5%	1%	0.1%	-1%	-9%
COc1ccccc1N1CCN(C(=O)Cn2cnc3c2c(=O)n(C)c(=O)n3C)CC1	25%	7%	i	-2%	-14%
COC(=O)CNC(=O)COC(=O)c1ccc(OC)c([N+](=O)[O-])c1	-7%	0%	0.5%	-2%	-5%
COc1ccc(C(=O)Nc2nnc(S(=O)(=O)N(C)Cc3ccccc3)s2)cc1	-13%	18%	10%	-1%	-39%
COc1ccc(NS(=O)(=O)c2ccc(O)c(C(=O)OCC(=O)N3CC(C)OC(C)C3)c2)cc1 (stereo not given)	-2%	-3%	0.8%	0%	3%
COc1ccc(NC(=S)N2CCCC(c3nc4ccc(C)cc4[nH]3)C2)c(OC)c1 (stereo not given)	53%	1%	2.1%	-9%	-1%
COc1cc(=O)[nH]c(SCC(=O)Nc2nc3c(s2)CCCC3)n1	2%	-9%	3.3%	-8%	3%
CCCCNC(=O)c1nn2c(C(F)(F)F)cc(-c3ccc(OC)cc3)nc2c1Br	0%	13%	0.4%	-7%	-2%
CCN1CCN(CCC(=O)Nc2cccc(OC)c2)CC1	2%	-6%	1.1%	2%	-3%
COc1cccc(C(=O)NC2CCN(CC(=O)NCc3ccccc3OC)CC2)c1	12%	-6%	1.5%	6%	6%
COc1ccc(C(=O)COc2ncnc3cc(Cl)ccc23)cc1	23%	-4%	1.4%	-19%	1%
